aSyn UTR inh: MLPCN primary screen, SNCA 5' untranslated region. AID 1813, 2009. alpha-synuclein 5'UTR reporter, inhibitor activity. 300,000 tested, 0.82% active. inhibition, % (tested at 7.5 µM); in the data active means inhibition above about 60%;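 further: H4 neuroglioblastoma cells stably carrying SNCA 5'UTR luciferase fusion; 0% = DMSO wells and 100% = positive control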
GSK3beta inhib: human GSK3beta kinase inhibitors, primary screen, biochemical, cell-free homogeneous, HTS. 300,000 tested, 0.038% active. GST-GSK3beta kinase, ADP-Glo luminescence, 60 min; stronger effect = lower value. activity score (negative = inhibition), % at 10 µM. Glycogen synthase kinase-3 beta (Homo sapiens), P49841;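 active means more than half of replicate wells score below -50%, meaning over 50% inhibition versus plate controls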;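 further: 0% = median DMSO wells and -100% = median GW8510 positive control wells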
Target sequence (P49841 whole entry, looked up): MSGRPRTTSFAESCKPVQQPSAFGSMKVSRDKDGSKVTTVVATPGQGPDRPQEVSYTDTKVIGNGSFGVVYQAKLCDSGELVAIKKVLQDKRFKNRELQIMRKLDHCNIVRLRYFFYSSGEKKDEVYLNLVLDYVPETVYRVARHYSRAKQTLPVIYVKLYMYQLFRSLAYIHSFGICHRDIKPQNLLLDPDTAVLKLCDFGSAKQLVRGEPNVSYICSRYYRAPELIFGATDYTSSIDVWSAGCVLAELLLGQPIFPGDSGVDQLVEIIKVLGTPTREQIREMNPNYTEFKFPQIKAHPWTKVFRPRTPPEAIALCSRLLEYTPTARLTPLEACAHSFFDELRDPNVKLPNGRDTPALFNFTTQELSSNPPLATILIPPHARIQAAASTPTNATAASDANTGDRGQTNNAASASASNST
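Test system – GST-tagged human GSK3beta kinase, cell-free · Incubation – 60 min enzyme reaction, room temperature · Signal – ADP-Glo luminescence · Also added – peptide substrate and ATP at 25 µM · Controls – DMSO neutral wells and GW8510 at 20 µM as positive · Buffer or medium – Tris/MgCl2 kinase buffer · Measure – Luminescence-derived activity versus plate DMSO and GW8510 wells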
AI-2 QS mod: Vibrio harveyi AI-2 quorum sensing modulators, primary screen, JMH597 strain, luminescence/OD600 ratio; Vibrio harveyi JMH597 AI-2 luminescence/OD600 ratio, 9 h; stronger effect = lower value; strain lacks LuxN and CqsS sensors; 0 = neutral-control median; activity change, % at 7.5 µM; 300,000 tested, 0.4% active; AID 2094, 2009; in the data active means activity change below about -75%, passing the limit was not always enough;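 further: luminescence divided by OD600 gain over 9 h not by final OD600 alone; inactives centre near 13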
HSF1 activator: HSF-1 activators, primary screen, NIH3T3-HGL cells, MG132 stress, luminescence, single point | NIH3T3-HGL HSF-1 luciferase reporter, 8 h; 100% = twice DMSO control signal | activation, % at 9 µM | 300,000 tested, 1.7% active;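 active means mean replicate activation of at least 50% with a set share of replicates each reaching 50%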;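 further: 0% = median of the neutral control wells and 100% = twice that signal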
HIF activator: HIF pathway transcriptional activators, primary screen, cell-based, U2OS HRE-luciferase, luminescence. U2OS HRE-luciferase reporter; normalized: DMSO 0%, desferrioxamine 100%. activation, % at 7.5 µM (by protocol). 300,000 tested, 0.32% active. AID 1910, 2009;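 active means mean activation of at least 10% of the iron chelator positive control signal, with at least half of replicates also reaching 10%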
HSP90 refold inh: HSP90 inhibitors, primary screen, cell lysate, luminescence; Heat shock protein HSP 90 (rabbit reticulocyte lysate; luciferase refolding); Rabbit reticulocyte lysate, luciferase refolding luminescence, 3 h; inhibition, % at 5.6 µM; 290,000 tested, 0.91% active; AID 1789, 2009;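 active means inhibition above the screen-wide mean plus 3 SD, computed separately per campaign, cut at about 16% in these data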;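 further: 0% = DMSO wells and 100% = 60 µM geldanamycin wells; inhibitors lower the luminescence because luciferase stays unfolded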
GSK3A inh: blockers of GSK3A enzyme activity – biochemical, luminescence, cell-free homogeneous, HTS, primary screen; Glycogen synthase kinase-3 alpha (Homo sapiens), P49840; GSK-3 alpha kinase, ADP-Glo luminescence, 60 min; inhibition, % at 10 µM; 320,000 tested, 0.1% active; AID 2650, 2010;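 in the data active means inhibition above about 50%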;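 further: GST-tagged GSK-3 alpha with peptide substrate and 25 µM ATP; 0% = DMSO neutral wells and 100% = GW8510 positive control wells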
Target sequence (P49840 whole entry, looked up): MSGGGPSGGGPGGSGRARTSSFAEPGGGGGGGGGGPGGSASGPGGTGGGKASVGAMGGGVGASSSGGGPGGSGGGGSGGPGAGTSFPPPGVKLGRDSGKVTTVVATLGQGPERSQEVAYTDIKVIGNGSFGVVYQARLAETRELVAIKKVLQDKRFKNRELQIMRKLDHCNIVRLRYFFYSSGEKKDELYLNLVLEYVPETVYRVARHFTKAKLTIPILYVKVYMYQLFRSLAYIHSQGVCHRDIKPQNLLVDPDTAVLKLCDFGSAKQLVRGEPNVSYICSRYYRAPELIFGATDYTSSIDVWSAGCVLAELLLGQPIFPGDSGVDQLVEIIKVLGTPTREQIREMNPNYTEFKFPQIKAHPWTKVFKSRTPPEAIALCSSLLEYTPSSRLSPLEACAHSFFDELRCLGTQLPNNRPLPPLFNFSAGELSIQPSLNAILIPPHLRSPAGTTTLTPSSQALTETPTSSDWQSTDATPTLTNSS
KLF5 inhibitor: KLF5 expression inhibitors, primary screen, DLD-1 cells, luminescence | DLD-1 KLF5 promoter-luciferase reporter | inhibition, % at 5 µM | 290,000 tested, 0.23% active;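 active means inhibition above a per-plate limit of that plate's mean compound inhibition plus 3 SD, cut at about 60% in these data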;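 further: 0% = DMSO wells and 100% = LY294002 at 200 µM; higher means less KLF5 promoter-driven luciferase light; inactives centre near -14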
HSF1 inhib: HSF1 inhibitors in luciferase reporter cells, primary screen, cell-based, NIH3T3, luminescence; NIH3T3-HGL HSE-luciferase, MG132-induced, luminescence 8 h; stronger effect = lower value; activity change, negative = inhibition, % at 7.5 µM (by protocol); 300,000 tested, 0.77% active; AID 2098, 2009;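 active means more than half of replicate wells show activity change below -50%, luminescence cut by over half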;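 further: luciferase reports HSF-1 transcriptional activity via heat shock element; 0% = median of DMSO wells and -100% = zero luminescence signal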
IEC-6 tox: cytotoxicity in IEC-6 intestinal epithelial cells, primary screen, cytotoxicity control for KLF5 inhibitor project, cell-based, luminescence; IEC-6 cytotoxicity, luminescence viability; inhibition, % at 5 µM; 290,000 tested, 0.78% active; in the data active means inhibition above about 22%;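 further: 0% = plate median of test compound wells and 100% = cytotoxic reference compound wells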
Active calls of the source: *; nt = not tested or not shown.

SMILES	aSyn UTR inh	GSK3beta inhib	AI-2 QS mod	HSF1 activator	HIF activator	HSP90 refold inh	GSK3A inh	KLF5 inhibitor	HSF1 inhib	IEC-6 tox
CC(C)OC(=O)CSc1nc2cccnc2n1C1CCCCC1	34	-3	14	-4	-0.7	1	0	21	4	3
C=CCN(c1ccccc1)S(=O)(=O)c1cccc(C(=O)OCC(=O)NCCOC)c1	5	3	-3	17	0.1	-1	-4	-3	0	6
COc1ccc(-c2noc(CNC(=O)CCN3C(=O)[C@H]4CC=CC[C@H]4C3=O)n2)cc1	-1	4	21	6	-0.3	-3	-2	-11	-2	-9
CCOC(=O)c1cnc2ccc(Cl)cc2c1Nc1ccc(S(=O)(=O)Nc2ncccn2)cc1	2	0	27	-5	-0.3	5	2	12	-6	7
O=C(CCN1C(=O)C2CCCCC2C1=O)NNC(=O)c1cccc(Cl)c1 (stereo not drawn)	0	4	24	1	0.1	-2	0	-33	-11	-5
CCc1ccc(CNC(=O)c2ccc(OC)c(OC3CCN(C(C)C)CC3)c2)nc1	-1	1	25	13	-0.5	2	0	-30	-3	4
Cc1ccc(NC(=S)N(CCCN2CCOCC2)Cc2cccs2)c(C)c1	41	4	16	2	0.0	1	nt	-10	-1	1
Cc1ccc(NC(=O)CN(C)Cc2ccc(F)cc2)c([N+](=O)[O-])c1	16	1	9	19	0.3	-6	nt	16	6	2
CCOP(=O)(OCC)C(NC(=O)c1cccs1)C(F)(F)F (stereo not drawn)	-7	5	8	-5	-0.1	2	-3	-38	-4	-6
CCC(C(=O)NCCc1c[nH]c2cc(OC)ccc12)c1ccccc1 (stereo not drawn)	-8	4	1	-5	0.4	7	0	10	1	2
Cc1ccc(S(=O)(=O)N2CCSC2C(=O)O)cc1 (stereo not drawn)	3	1	6	-3	0.2	0	-2	-9	0	0
COc1cc(C(C)=O)ccc1OC(=O)c1cc2cccc(OC)c2oc1=O	1	5	8	-8	0.1	1	1	-27	-2	2
O=C(Nc1ccccc1)C1CCCCC1	5	1	14	2	0.1	-2	-1	-39	-10	0
CCCCCC(=O)N1CCN(c2ccc(C(C)=O)cc2F)CC1	-7	-2	12	-3	0.1	0	4	-1	-1	-1
O=C(O)C1CCCN1C(=O)C12CC3CC(CC(C3)C1)C2 (stereo not drawn)	33	-2	10	17	1.0	1	-3	-27	4	-1
O=C(O)/C=C/c1cccnc1	20	2	24	-6	-0.3	-1	-1	-4	-8	-3
CCOc1ccc(NC(=O)COc2ccc(C(=O)NC3CCCc4ccccc43)cc2OC)cc1 (stereo not drawn)	29	-5	19	-17	-0.7	2	0	7	-1	-2
O=C(c1ccc(F)cc1)N1CCC(C(=O)N2CCN(S(=O)(=O)c3cccc(F)c3)CC2)CC1	12	nt	nt	-6	0.4	nt	-2	nt	-3	nt
CCOC(=O)C1(Cc2cccc(Cl)c2)CCCN(C(=O)c2occc2C)C1 (stereo not drawn)	9	1	30	12	1.5	-3	-1	-55	6	-13
Cc1ccc(S(=O)(=O)N2CCOCC2)cc1C(=O)OCC(=O)NCc1ccccc1	-4	-1	13	5	-0.8	nt	-1	nt	1	nt

Ordered by value in HSP90 refold inh (rising): 3 of the compounds above.
mol | HSP90 refold inh
CCCCCC(=O)N1CCN(c2ccc(C(C)=O)cc2F)CC1 | 0
CCc1ccc(CNC(=O)c2ccc(OC)c(OC3CCN(C(C)C)CC3)c2)nc1 | 2
CCC(C(=O)NCCc1c[nH]c2cc(OC)ccc12)c1ccccc1 (stereo not drawn) | 7

Later entries.
SMILES	aSyn UTR inh	GSK3beta inhib	AI-2 QS mod	HSF1 activator	HIF activator	HSP90 refold inh	GSK3A inh	KLF5 inhibitor	HSF1 inhib	IEC-6 tox
Cc1ccccc1Nc1nc(N)nc(CSc2nnc3sc4ccccc4n23)n1	-39	3	18	17	0.1	2	1	-8	2	1
CC1C/C(=N/NC(=O)c2cccc(F)c2)c2ccc(O)cc2C1 (stereo not drawn)	-6	-3	9	34	2.6	-3	4	-98	16	3
CN(C)c1ccc(C2C3=C(CCCC3=O)OC3=C2C(=O)CCC3)cc1	7	-1	31	-11	0.1	-3	-1	4	-3	4
COc1ccc(-c2nnn(CC(=O)N(CC(=O)NC3CCCC3)Cc3ccco3)n2)cc1OC	23	-2	12	6	-0.7	-4	-1	-23	-5	-1
Cc1cc(C)c(NS(=O)(=O)c2ccc3c(c2)n(C)c(=O)n3C)c(C)c1	-7	-1	15	21	0.3	0	-3	-43	-7	8
COc1ccc(-n2c(Cc3cccn3C)nnc2SCC(=O)Nc2ccc3c(c2)OCO3)cc1	8	-4	27	8	-0.5	1	-2	19	18	0
O=C(NCCC(c1ccccc1)c1ccco1)c1cccs1 (stereo not drawn)	-46	-1	10	12	1.8	-4	0	-31	18	-2
O=C(CSc1nnc(NCc2ccccc2)s1)NC1CCS(=O)(=O)C1 (stereo not drawn)	0	0	4	6	-0.3	-3	1	-5	2	6
O=C(c1cccs1)C1C(c2ccc(Br)cc2)NC(=S)NC1(O)C(F)(F)F (stereo not drawn)	-45	3	12	-20	0.9	-2	-2	-15	-23	10
c1ccc(-c2nc(CSc3nnnn3-c3ccccc3)cs2)cc1	-9	0	57	37	-0.2	-1	2	-34	19	-1
Cc1cc(/C=N/NC(N)=O)c(C)n1-c1ccc(F)cc1	4	0	17	20	-1.1	1	1	3	4	1
COc1ccc(CC(=O)Nc2ccccc2C(=O)N2CCOCC2)cc1OC	-1	2	12	-10	-0.1	-2	1	8	-6	-2
COc1cc2[nH]c(C(=O)N(C)C3CCS(=O)(=O)C3)cc2c(OC)c1OC (stereo not drawn)	-3	5	-2	-1	0.0	1	-1	-33	-5	6
c1ccc(Cn2nnc3c(NCc4ccc5c(c4)OCO5)nc(C4CC4)nc32)cc1	8	1	5	24	-0.1	-1	-4	-22	14	-2
C=CCNCCCCOc1c(Cl)cc(C)cc1Br	-2	0	17	-6	-0.1	-2	4	15	0	3
C/C(=N/N1CCN(Cc2cccc3ccccc23)CC1)c1ccco1	-34	-3	30	5	0.3	-2	-2	-7	7	-2
COc1ccc(OC)c(C2CC(=O)N3CN(c4ccccc4)CSC3=C2C#N)c1 (stereo not drawn)	-16	3	13	-21	0.9	-1	-1	-9	0	3
Cc1ccc(C2C(C(=O)c3cccs3)=C(O)C(=O)N2c2ccc(S(N)(=O)=O)cc2)cc1 (stereo not drawn)	-53	0	-5	33	1.3	-7	1	-21	14	-8
COc1ccc(-c2noc(CN3CCCC(OCc4ccccn4)C3)n2)cc1 (stereo not drawn)	2	1	23	4	0.1	4	nt	-31	4	5
Cc1ccc(Cl)c(NC(=O)CCl)c1Cl	-87	5	-6	-9	-2.0	2	1	13	2	6
Cc1cc(C)cc(OCC(=O)N(Cc2ccc(N(C)C)cc2)C2CCS(=O)(=O)C2)c1 (stereo not drawn)	0	2	15	2	-0.1	-3	-3	-22	-2	2
Cc1cc(-c2nnc3sc(-c4ccc(Cl)cc4Cl)nn23)n[nH]1	-8	1	10	-5	0.1	2	-3	7	-7	-2
COC(=O)Cn1c2ccc(OC)cc2c2nc3ccccc3nc21	0	3	26	-5	-0.1	0	-2	-12	0	-3
CS(=O)(=O)c1ccc(C(=O)N2CCN(Cc3ccccc3)CC2)cc1	27	-1	4	-16	-0.4	2	5	-11	-7	3
Cc1nn(C)c(C(=O)N/N=C/c2cccc3ccccc23)c1Cl	-12	2	5	35	0.6	0	-4	-21	17	1
O=C(O)C1C2C=CC(C2)C1C(=O)NCc1cccc(Cl)c1 (stereo not drawn)	-2	0	18	-45	0.9	-2	0	-10	-30	-5
CSc1ccc(/C=N/NC(=O)CN2CCN(Cc3ccccc3)CC2)cc1	-5	-1	8	20	0.6	1	-4	-44	-1	5
Cc1ccc(CN(c2ccc(C(=O)NCC3CCCO3)cc2)S(C)(=O)=O)cc1 (stereo not drawn)	0	0	24	5	-0.6	0	-2	-2	1	-9
Cc1cc(NS(=O)(=O)c2ccc(NC(=O)CSc3nnc(-c4ccco4)n3Cc3ccco3)cc2)nc(C)n1	9	-2	20	12	0.1	-5	-3	-19	-5	1
Cc1c(CN2CCC(Oc3ccc(C(=O)N4CCCCC4)cc3)CC2)cnn1C	4	-9	15	-8	0.4	-4	2	-13	-2	0
S=C(Nc1ccc(Cl)cc1Cl)Nn1cnnc1	6	2	19	7	-0.1	1	-1	-3	7	-2
CCC(=O)N1c2ccccc2NC2=C(C(=O)CC(C)(C)C2)C1c1cccnc1 (stereo not drawn)	18	3	45	-3	-1.5	4	-1	-13	-6	-9
N#CC(c1ccc(Cl)cc1)(c1ncc(C(F)(F)F)cc1Cl)N1CCOCC1 (stereo not drawn)	-12	-3	16	22	-0.1	0	0	-13	3	3
COc1ccc(S(=O)(=O)N2CCOCC2)cc1NC(=O)C1COc2ccccc2O1 (stereo not drawn)	7	0	12	-6	-0.5	nt	-1	nt	-5	nt
CCC(=O)Nc1cc(-c2nn(C)c(=O)c3ccccc23)ccc1N1CCCCC1	25	-7	10	0	0.8	4	-1	4	0	4
CC(NC(=O)Cn1cc([N+](=O)[O-])cn1)c1ccc(C(C)(C)C)cc1 (stereo not drawn)	15	0	-3	10	-0.5	nt	2	nt	3	nt
Cc1ccc(SCCN2CCN(C)CCC2=O)cc1	-56	2	21	4	-0.5	nt	nt	nt	-2	nt
CC(C)(C)NC(=O)CSc1nc(O)cc(=O)[nH]1	6	-4	11	13	-0.1	-1	-3	-16	5	5
CCOC(=O)C(NCc1ccc2c(c1)OCO2)(NC(=O)CC)C(F)(F)F (stereo not drawn)	-2	1	9	-6	-0.3	-1	-1	3	-8	7
CN(Cc1cccnc1)C(=O)c1cc(COc2ccc3c(c2)CCCC3)on1	-127	3	-80*	46	4.1	-2	-1	-147	38	-5
COc1ccccc1NC(=O)C1=C(C)Nc2ncnn2C1c1ccccc1C (stereo not drawn)	4	-1	19	15	-0.1	2	11	-20	-7	5
CCCn1c2ccccc2c2nnc(SCCN3CCOCC3)nc21	24	-3	7	-5	-0.5	3	8	-13	-3	-5
COc1ccccc1Nc1nc2ccc(C)cc2n2cnnc12	-25	3	10	6	0.4	6	-2	-91	3	7
O=[N+]([O-])c1ccccc1SN(Cc1ccccc1)c1ccccn1	-27	-2	26	11	-0.2	0	0	-40	2	-1
